From PubChem
CCHF vOTU inh – blocks the CCHF virus ovarian tumor domain protease. CCHFV vOTU protease, Pep-AMC fluorescence. inhibition, % at 11.5 µM. actives 0.55% (n = 370,000); in the data active = inhibition above about 30%; also: 0% = vehicle wells with enzyme and 100% = no enzyme wells
PrPC surface inh – reduces human prion protein on the cell surface; AID 720596; actives 0.43% (n = 370,000); inhibition, % at 13.8 µM; P04156; cell surface PrPC, TR-FRET read-out; in the data active = inhibition above about 24%; also: 0% = median of the test wells and 100% = reference compound wells
* hit, by the source's call. An excerpt; rates above refer to the full screens.

Start of the data: the first 3 entries (preview)
SMILES | CCHF vOTU inh | PrPC surface inh
Cc1ccc(S(=O)(=O)N2CC3C(=O)C[C@@H](c4ccccc4)N(S(=O)(=O)c4ccc(CCCOCCOCCNC(=O)OC(C)(C)C)cc4)C3CC2c2ccccc2)cc1 (stereo not given in full) | 13.6 | 8.9
COC(=O)C1=C(C)N(Cc2cccc(C(F)(F)F)c2)C(=NCc2ccc(OC)cc2)NC1c1cccc(Cl)c1 (stereo not given) | 20.7 | -7.7
Fc1ccc2nc(-c3ccc(CN4CCC(n5nnc6ccccc65)CC4)cc3)c(-c3ccccc3)nc2c1 | -9.0 | 3.0

The whole of this part (from the top)
SMILES | CCHF vOTU inh | PrPC surface inh
Cc1ccc(S(=O)(=O)N2CC3C(=O)C[C@@H](c4ccccc4)N(S(=O)(=O)c4ccc(CCCOCCOCCNC(=O)OC(C)(C)C)cc4)C3CC2c2ccccc2)cc1 (stereo not given in full) | 13.6 | 8.9
COC(=O)C1=C(C)N(Cc2cccc(C(F)(F)F)c2)C(=NCc2ccc(OC)cc2)NC1c1cccc(Cl)c1 (stereo not given) | 20.7 | -7.7
Fc1ccc2nc(-c3ccc(CN4CCC(n5nnc6ccccc65)CC4)cc3)c(-c3ccccc3)nc2c1 | -9.0 | 3.0
COC(=O)c1c(-c2ccc(OC)cc2)c2c(c3c4cc(OC)ccc4n(S(=O)(=O)c4ccc(C)cc4)c13)C(=O)N(C)C2 | 5.7 | -2.5
O=C(Nc1ccc(F)cc1)OCc1cn(Cc2cccc(F)c2)nn1 | -2.0 | -2.7
CC(C)[C@H](NC(=O)OC(C)(C)C)c1cc(C(=O)N2CCOCC2)c(N)s1 | 9.7 | -2.9
Cc1ccc2ccc(C(Nc3ccccc3)c3ccc(F)cc3)c(O)c2n1 (stereo not given) | -1.4 | -10.3
Clc1cc(Cl)cc(CN2Cc3cc(Br)ccc3-n3nncc3C2)c1 | -3.9 | 0.8
CC(C)c1cc(Cn2c3ccccc3c(=O)n2C(C)Cn2cc(C3CC3)nn2)on1 (stereo not given) | -20.7 | -0.2
O=C(N[C@H](Cc1ccccc1)C(=O)N1CCN(C(=O)N2CCOCC2)CC1)[C@H]1O[C@@H](n2ccc(=O)[nH]c2=O)[C@H](O)[C@@H]1O | -6.0 | 0.0
c1ccc(N2[C@@H]3c4ccccc4C[C@H]2c2ccccc23)cc1 | 2.6 | 7.2
C#CCNC(=O)C[C@@H]1C[C@@]2(C(=O)OCC)CCCC=C2N(CCC2=CCCCC2)C1=O | 1.5 | 1.0
CC(C)NC(=O)C1(C)CN(S(C)(=O)=O)CC(=O)N1Cc1ccc2c(c1)OCO2 (stereo not given) | 1.9 | 4.1
O=C(C(=O)N1CCN(C(=O)OCc2ccccc2)CC1)c1cccnc1 | 1.7 | -6.6
O=S1(=O)c2ccc(Br)cc2OC2CCCN1C2 (stereo not given) | 11.4 | -0.8
O=C(Nc1cc(Cl)ccc1F)C1CCCN1S(=O)(=O)c1cccc2cccnc12 (stereo not given) | 5.0 | 4.4
C=CCN(CC#Cc1ccc(C(F)(F)F)cc1)Cc1ccc(OC)cc1OC | 12.5 | -2.1
CCOC(=O)[C@@]12CCC3=C1N(CCC3)C(=O)[C@H](CC(=O)NCCCN1CCCC1=O)C2 | -3.6 | 0.6
CCCCNC(=O)C1C(c2ccc(C(F)(F)F)cc2)=Nc2ccccc2N1C(=O)c1cccc(C(F)(F)F)c1 (stereo not given) | -3.1 | 9.7
Nn1c(SCc2c(Cl)cccc2Cl)nnc1-c1n[nH]c2c1CCC2 | -2.0 | 1.1
CC(C)CN1CN2Cc3ccccc3C2CS1(=O)=O (stereo not given) | 9.8 | -13.3
O=C(Cc1ccc(NC(=O)C2CCCN(C(=O)c3ccccc3)C2)cc1)Nc1cccc(C(=O)N2CCCC2)c1 (stereo not given) | -1.9 | 5.4
C#CCNC(=O)C[C@@H]1C[C@@](CCC(=O)OCC)(C(=O)OCC)C2=CCCCN2C1=O | 3.0 | -2.7
COCCCN1C(=O)[C@H](CC(=O)NCc2cccs2)[C@]2(C(=O)OC)CCCCC=C12 | -1.2 | -0.3

Entries of single compounds as entered above. Order of values: CCHF vOTU inh	PrPC surface inh
Nn1c(SCc2c(Cl)cccc2Cl)nnc1-c1n[nH]c2c1CCC2 in the list: -2.0	1.1
CCCCNC(=O)C1C(c2ccc(C(F)(F)F)cc2)=Nc2ccccc2N1C(=O)c1cccc(C(F)(F)F)c1 (stereo not given) in the list: -3.1	9.7
CCOC(=O)[C@@]12CCC3=C1N(CCC3)C(=O)[C@H](CC(=O)NCCCN1CCCC1=O)C2 in the list: -3.6	0.6
O=S1(=O)c2ccc(Br)cc2OC2CCCN1C2 (stereo not given) in the list: 11.4	-0.8

Additional entries
SMILES | CCHF vOTU inh | PrPC surface inh
COC(=O)[C@]12C[C@H](CC(=O)NCc3cccs3)C(=O)N(Cc3ccc4c(c3)OCO4)C1=C[C@H](C(C)C)O[C@@H]2C1CC1 | 7.6 | 4.5
COc1ccc(C(C(=O)NC(C)(C)C)n2c(-c3ccc(-c4ccccc4)cc3)nc3ccccc32)cc1 (stereo not given) | 8.0 | -3.7
O=C(NCc1ccccc1)C(c1ccccc1)n1c(-c2ccccn2)nc2ccccc21 (stereo not given) | 17.1 | 9.3
CC(C)(C)OC(=O)NCc1cc2c(cc1/C=C/S(=O)(=O)NCc1ccc(F)cc1)OCO2 | 9.8 | 4.2
COC(=O)[C@]12C[C@H](CC(=O)N3CCSCC3)C(=O)N(CCC3=CCCCC3)C1=C[C@H](COCc1ccccc1)O[C@@H]2C | 3.0 | -1.2
CN(C)[C@@H]1CCN(c2ccc3c(c2)O[C@H]2CCN(C2)S3(=O)=O)C1 | 2.7 | 3.6
COC(=O)c1cc2c(c3c4cc(F)ccc4n(S(=O)(=O)c4cccc(C)c4)c13)C(=O)N(Cc1ccc(N(C)C)cc1)C2 | 5.9 | 4.0
c1ccc(CCN2CCC3CCNC3C2)cc1 (stereo not given) | -3.8 | 3.9
CC(=O)c1ccc(S(=O)(=O)NCC2CCN(C(=O)C(=O)c3cc4ccccc4o3)CC2)cc1 | 11.3 | -24.6
Cc1ccc(N2CCN(C(=O)C(=O)c3ccc4c(c3)OCO4)CC2)cc1 | 1.6 | 0.0
C=CCN1C(=O)[C@H](CC(=O)N2CCC(c3ccccc3)CC2)[C@@]2(C(=O)OCC)CCCC=C12 | 13.8 | 8.8
COC(=O)[C@]12CCCCC=C1N(Cc1ccc(OC)cc1)C(=O)[C@@H]2CC(=O)NCC12CC3CC(CC(C3)C1)C2 | 8.9 | 6.3
O=C(NCc1ccccc1)[C@H]1CCCN1C(=O)[C@H]1CCCN1C(=O)c1ccccc1C(F)(F)F | 1.9 | 5.9
CC(C)CN1C(=O)[C@@]2(CC(=O)N(C)C2c2ccccc2)c2cc(-n3cc(CN(C)C)nn3)ccc21 (stereo not given in full) | 4.2 | -3.1
Cc1ccc(-c2nnc(SCC(=O)Nc3ccc(Oc4ccccc4)cc3)n2-c2ccc(Cl)cc2)cc1 | 2.4 | 6.3
COc1ccc(Cn2cc(CN3[C@@H](c4ccccc4)COc4cc(Br)ccc4S3(=O)=O)nn2)cc1 | 19.4 | 8.2
CC(CCN1CCC(C(O)(c2ccccc2)c2ccccc2)CC1)Oc1cccc(Br)c1 (stereo not given) | 12.7 | -14.0
CC(C)NC(=O)OC[C@@H]1CSCCS(=O)(=O)N1 | -1.5 | 3.5
CC(C)C[C@H](NC(=O)c1ccco1)C(=O)N1CCC[C@H]1C(=O)NCc1ccccc1 | 1.5 | 7.9
CCC(=O)NCC[C@@H]1CCc2ccc3c(c21)CCO3 | -7.7 | 0.5
COC(=O)[C@H](NC(=O)c1cc(-c2ccccc2)sc1N)C(C)C | 10.8 | -4.2
O=C(NCCc1ccccc1)OCc1cn(-c2cccc(F)c2F)nn1 | 2.7 | -4.3
COC(=O)[C@]12C[C@H](CC(=O)NCc3cccs3)C(=O)N(Cc3ccccc3)C1=C[C@H](C(C)C)O[C@@H]2C1CC1 | 7.4 | 10.3
CC(C)NC(=O)C1(C)CSCC(=O)N1CCOc1ccccc1 (stereo not given) | 4.9 | 13.4

Part of the list above in order of SMILES length, descending.
SMILES | CCHF vOTU inh | PrPC surface inh
CC(C)CN1C(=O)[C@@]2(CC(=O)N(C)C2c2ccccc2)c2cc(-n3cc(CN(C)C)nn3)ccc21 (stereo not given in full) | 4.2 | -3.1
CC(CCN1CCC(C(O)(c2ccccc2)c2ccccc2)CC1)Oc1cccc(Br)c1 (stereo not given) | 12.7 | -14.0
O=C(NCCc1ccccc1)OCc1cn(-c2cccc(F)c2F)nn1 | 2.7 | -4.3
CC(C)NC(=O)C1(C)CSCC(=O)N1CCOc1ccccc1 (stereo not given) | 4.9 | 13.4

Next part
SMILES | CCHF vOTU inh | PrPC surface inh
CCOC(=O)[C@@]12CN(C(=O)OC(C)(C)C)CC=C1N(Cc1ccc(OC)cc1)C(=O)[C@H]2CC(=O)N1CCN(C(=O)C2CC2)CC1 | 8.1 | 4.1
COc1ccccc1C(=O)N1O[C@]23C=C[C@]14C[C@@H](O)CC[C@]4(C)C2CC[C@]1(C)[C@@H]([C@H](C)/C=C/[C@H](C)C(C)C)CC[C@H]13 (stereo not given in full) | -5.3 | 5.7
CC(C)(C)c1ccc(S(=O)(=O)N2CCCC(C(=O)NCCN3CCC(Cc4ccccc4)CC3)C2)cc1 (stereo not given) | 12.8 | -25.5
O=C(/C=C(\Nc1cccc(F)c1)c1ccccc1)c1ccccc1 | 2.9 | -3.0
Cc1cccc(C)c1NC(=O)C(c1ccc(-c2ccccc2)cc1)n1c(=O)c(-c2cc3ccccc3[nH]2)nc2ccccc21 (stereo not given) | -15.2 | 7.7
CC(C)c1cc(C(C)C)c(S(=O)(=O)NCC(=O)N2CCN(c3ncccn3)CC2)c(C(C)C)c1 | 17.5 | 9.4
CC(=O)c1ccc(S(=O)(=O)NCC2CCN(C(=O)C(=O)c3cccs3)CC2)cc1 | 0.3 | -2.8
CC(C)(C)OC(=O)Nc1ccccc1-n1nnnc1C(C(=O)c1ccc(F)cc1)N1CCOCC1 (stereo not given) | -4.0 | -2.3
CCc1ccc(CCNC(=O)OC2CC3CC2[C@H]2CCCCN2[C@H]3Cc2ccccc2)cc1 (stereo not given in full) | 7.2 | -6.2
COC(=O)Cc1ccccc1NS(=O)(=O)c1ccc(C)cc1 | -0.3 | 4.0
CCc1c(C2CC2)ncn1Cc1cccc(-c2ccccc2)c1 | -4.7 | 8.5
CN1[C@H](Cc2ccccc2)COc2cccc(N3CCSCC3)c2S1(=O)=O | -7.2 | 2.5
Nn1c(SCC(=O)Nc2cc(C(F)(F)F)ccc2Cl)nnc1-c1n[nH]c2c1CCC2 | -4.7 | -0.6
C(#CC1=CCCCC1)CNCc1ccccc1 | -1.8 | 0.5
O=C(Nc1nc2ccccc2s1)c1ccc2c(c1)S(=O)(=O)c1ccccc1C2=O | 8.4 | 1.7
C=CCN1C(=O)[C@H](CC(=O)NCc2ccc(OC)c(OC)c2)[C@@]2(C(=O)OCC)CCCC=C12 | -0.2 | -4.7
N#CCC[C@@H]1CC[C@]2(CCCN(C(=O)c3cccnc3)C2)O1 | 1.1 | 6.0
Cc1ccc(C)c(NC(=O)c2ccc(CS(=O)(=O)Cc3ccccc3C)o2)c1 | -6.2 | -1.2
CN1OC[C@@H]2CN[C@H](c3ccc(-n4ccnc4)cc3)C[C@@H]21 | -10.3 | 4.4
COc1ccc(NC(=O)C2C(c3ccc4c(c3)OCO4)=Nc3ccccc3N2C(=O)c2cccc(C(F)(F)F)c2)cc1 (stereo not given) | 16.6 | 11.4
CCCN1C(=O)c2[nH]nc(-c3ccccc3)c2C1c1ccc(F)cc1 (stereo not given) | 9.5 | -2.9
COC(=O)C[C@H]1C=C[C@H](NC(=O)c2cccc(F)c2)[C@@H](CO)O1 | -15.4 | -3.8
COC(=O)[C@]12C[C@H](CC(=O)NCCCN3CCCC3=O)C(=O)N(Cc3ccccc3)C1=C[C@H](C(C)C)O[C@@H]2C1CC1 | -3.0 | -7.0
COc1ccccc1C(=O)N1CCCC(c2nc(-c3cccs3)no2)C1 (stereo not given) | -0.3 | 1.1
C=CC[C@]12C[C@@]3(O[C@H](c4ccccn4)N=C3C[C@H](c3ccc(OC)cc3)[C@H]1C)N(C1CCN(Cc3ccccc3)CC1)C2=O | 6.9 | -15.0
C=CCNC(=O)CN(C(=O)Cc1ccc(Cl)cc1)c1cccc(Br)c1 | 11.2 | 9.0
Cc1occc1-c1nnc(SCC(=O)Nc2ccc3ncccc3c2)n1-c1ccccc1 | 2.7 | -10.0
